# NR2E3 ag = human photoreceptor-specific nuclear receptor agonism. CHO-S Gal4-NCOR/VP16-NR2E3 two-hybrid, luciferase. inhibition of corepressor binding, % at 3.98 µM. AID 602229. hit rate 0.35% among 360,000. Q9Y5X4;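 active = inhibition above the mean of all tested compounds plus 3 SD, cut at about 70% in these data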;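 note: 0% = DMSO with NR2E3 transfected cells and 100% = cells lacking NR2E3 construct; higher means lower luciferase signal from less NR2E3 corepressor binding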
# Target sequence (Q9Y5X4 whole entry, looked up, the tested form may be a part): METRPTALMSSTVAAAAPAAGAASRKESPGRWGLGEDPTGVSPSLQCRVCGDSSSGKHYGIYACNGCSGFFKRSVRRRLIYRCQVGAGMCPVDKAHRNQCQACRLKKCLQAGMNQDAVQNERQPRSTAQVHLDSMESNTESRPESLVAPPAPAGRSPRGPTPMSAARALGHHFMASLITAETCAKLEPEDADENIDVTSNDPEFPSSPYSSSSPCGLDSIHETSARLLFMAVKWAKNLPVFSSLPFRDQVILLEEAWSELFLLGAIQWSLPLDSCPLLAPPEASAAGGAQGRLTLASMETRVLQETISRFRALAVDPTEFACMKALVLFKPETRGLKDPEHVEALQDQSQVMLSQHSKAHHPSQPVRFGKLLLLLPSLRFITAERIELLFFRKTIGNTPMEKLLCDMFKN
# CaV13 FRET inh = Disruptors of the CACNA1D IQ motif to Ca2+-dependent inactivation inhibitor domain association, primary screening, Förster resonance energy transfer in intact living … | HEK cells, CFP/YFP FRET ICDI-IQ, plate reader, 10 min; percent FRET-ratio fall versus neutral wells | inhibition, % at 12.3 µM | hit rate 0.098% among 340,000 | AID 743397;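 active = mean replicate inhibition of at least 30% and at least 1% of replicates passing that level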;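 note: 0% = median of the neutral control wells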
# HIF-2a block = inhibitors of HIF-2a | 786-0 RCC cells HIF-2a reporter, luciferase luminescence, overnight | inhibition, % at 18.8 µM | hit rate 0.72% among 360,000 | AID 624352;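 active = inhibition of the luminescence signal of 40% or more relative to plate controls, in a single-dose primary screen at 18.75 µM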
# An asterisk follows results filed as active. Some of the compounds tested, so the mix of outcomes need not match the whole.
# Preview (2 entries):
SMILES,NR2E3 ag,CaV13 FRET inh,HIF-2a block
Nc1[nH]c(C(=O)c2ccccc2)c(-c2ccccc2C(F)(F)F)c1C(=O)NCc1ccc(F)cc1,-37,-9,-2
CCCCC[C@H](C)N1C[C@@H](COCc2ccccc2)Oc2cc(N3CC[C@H](O)C3)ccc2S1(=O)=O,-21,-10,-5

# The whole of this part (from the top)
SMILES,NR2E3 ag,CaV13 FRET inh,HIF-2a block
Nc1[nH]c(C(=O)c2ccccc2)c(-c2ccccc2C(F)(F)F)c1C(=O)NCc1ccc(F)cc1,-37,-9,-2
CCCCC[C@H](C)N1C[C@@H](COCc2ccccc2)Oc2cc(N3CC[C@H](O)C3)ccc2S1(=O)=O,-21,-10,-5
COC(=O)c1ccc2nc(-c3ccc(OC)c(OC)c3)c(Cc3cccc(F)c3)n2c1,-30,-6,-3
CCOC(=O)[C@]12Cc3c(cc(OC)c(OC)c3OC)[C@H]1N(Cc1ccccc1)C(=O)c1cc(OC)ccc12,-8,-9,27
Cc1cc(C)n2c(NC3CCCC3)c(-c3cc4ccccc4o3)nc2n1,-29,-10,-188
O=C1C(Sc2cccc(F)c2)=C[C@@]2(O)CC[C@@H](O)[C@]1(Sc1cccc(F)c1)[C@H]2O,-5,-6,18
CCOC(=O)[C@]12CCC=C1N(CCC1=CCCCC1)C(=O)[C@H](CC(=O)NCc1ccc(OC)c(OC)c1)C2,4,-8,12
COC(=O)c1ccc2nc(-c3cccc(Cl)c3)c(Cc3ccccc3)n2c1,-7,-5,-61
CN(C)CCN1CCN(C2CN(Cc3cn(Cc4ccc(F)cc4)nn3)S(=O)(=O)C2)CC1 (stereo unspecified),-4,-7,11
COC(=O)c1ccc2nc(-c3ccc(Cl)cc3)c(Cc3cccc(Cl)c3)n2c1,-14,-4,-11
CCC(=O)N1Cc2cc(C(=O)NCC(F)(F)F)nc(-c3cccc(-c4cncnc4)c3)c2[C@H]1CCO,-6,-6,0
CCOC(=O)[C@]12CCC=C1N(Cc1ccc(Cl)cc1Cl)C(=O)[C@H](CC(=O)N1CCCCC1)C2,4,-4,-7
COc1ccc(CN2C(=O)CCC2(C)c2nnnn2-c2ccc3c(c2)OCCO3)cc1 (stereo unspecified),-6,-11,-1
Cc1cc(N2CCN(C(c3ccnc4ccccc34)c3nnnn3-c3c(C)cccc3C)CC2)c2ccccc2n1 (stereo unspecified),9,0,-7
COC(=O)[C@]12CCCCC=C1N(Cc1ccc(Cl)cc1Cl)C(=O)[C@H](CC(=O)NCc1ccc(OC)c(OC)c1)C2,-26,-5,12
Cc1cccc(C)c1-n1nnnc1-c1nc2ccccc2[nH]c1=O,-9,-8,-7
Cc1cccc(C)c1NC(=O)C1c2ccccc2OCC(=O)N1Cc1cccnc1 (stereo unspecified),-13,-2,-1
COc1ccc(CN2C(=O)CCC2(C)c2nnnn2-c2c(C)cccc2C)cc1 (stereo unspecified),-17,-10,-6
CCCCCCCCN1C(=O)[C@H](CC(=O)NCc2cccs2)C[C@@]2(C(=O)OC)CCCCC=C12,13,-6,-13
COC(=O)[C@@]1(Cc2ccc(OC)cc2)[C@H]2c3cc(C(=O)N4CCCC4)n(CCN4CCOCC4)c3C[C@H]2CN1C(=O)c1ccccc1,-11,-9,0
CCCCC[C@@H](C)N1C[C@@H](COCc2ccccc2)Oc2cc(N3CCC[C@@H]3COC)ccc2S1(=O)=O,-12,-9,-28
Cc1ccc2cc(F)ccc2n1,-7,-12,2
Cc1cccc(C)c1-n1nnnc1-c1nc2cc(Br)ccc2[nH]c1=O,-19,-6,6
CCOC(=O)[C@]12CCCC=C1N(Cc1ccco1)C(=O)[C@H](CC(=O)NCCCOC)C2,17,-8,17
O=C(NCc1ccncc1)[C@@H]1CCCN1C(=O)[C@H]1CCCN1C(=O)c1cccc(Cl)c1,-28,-5,0
CCCCCCCCN1C(=O)[C@H](CC(=O)NCC2CCCCC2)C[C@@]2(C(=O)OC)CCCCC=C12,-3,-3,-18
CC(C)(C)C1CCN2CCCC(c3ccc([N+](=O)[O-])cc3)(C1)C21OCCO1 (stereo unspecified),5,-5,2
CSc1cnn(CCC#N)c(=O)n1,18,-7,5
COC(=O)c1ccc2nc(-c3ccc(C)cc3)c(Cc3ccc(C)cc3)n2c1,-20,-4,-75
COc1ccc(-c2sc3ccccc3c2-c2ccc(OC)cc2F)cc1,-11,-7,-39
CCOC(=O)c1cc2ccccc2n1C1CCN(C)CC1,-8,-7,21
C[C@@H](NC(=O)[C@@H]1CCCN1C(=O)[C@@H]1CCCN1)c1ccccc1,-1,-10,5
O=C1NC[C@@H](CCCCN2CCN(CCc3ccc(O)cc3)C(=O)C2=O)N(Cc2ccccc2)C1=O,-18,-3,0
O=C(NCc1cccnc1)OC1CC2CC1[C@H]1CCCCN1C2=O (stereo partly specified),5,-3,1
CC1=C(C(=O)N2CCCCCC2)CC(CC(=O)NC2CCCCC2)C(=O)N1CCC1=CCCCC1 (stereo unspecified),-9,-11,-8
COCCCNC(=O)C[C@@H]1C[C@@]2(C(=O)OC)CCCCC=C2N(Cc2cccc3ccccc23)C1=O,-3,-10,5
O=C(NC1CCCCC1)C1c2ccccc2OCC(=O)N1Cc1cccnc1 (stereo unspecified),-15,-1,3
CCCCCc1c(-c2ccc(Cl)cc2)ncn1CCc1ccccc1OC,-21,-9,-15
COc1cccc(C(=O)NCC[N+](C)(C)C)c1,7,-6,4
O=S1(=O)CC(N2CCCC2)CN1Cc1cn(Cc2ccccc2)nn1 (stereo unspecified),-20,-11,-3
CCCCc1c(-c2ccccc2OC)ncn1CCc1ccc(Cl)cc1,10,-9,11
Cc1cccc(C)c1-n1nnnc1C1(C)CCC(=O)N1Cc1ccc(F)cc1 (stereo unspecified),-2,-9,9
CCCCNC(=O)C[C@@H]1C[C@@]2(C(=O)OCC)CCCC=C2N(Cc2ccc3c(c2)OCO3)C1=O,2,-2,11
O=C1NC[C@H](CCCCN2C[C@H](Cc3ccccc3)N(CCC3CCCCC3)C(=O)C2=O)N(CCC2CCCCC2)C1=O,-12,-4,-15
CC(C)C[C@H]1CN(CCCC[C@@H]2CNC(=O)C(=O)N2CCc2ccccc2)C(=O)C(=O)N1CCc1ccccc1,0,-3,5
CN(Cc1cn(Cc2ccccc2)nn1)C1CN(Cc2cn(Cc3ccccc3)nn2)S(=O)(=O)C1 (stereo unspecified),-15,-7,16
Cc1cccc(C)c1NC(=O)C1c2ccccc2OCC(=O)N1CCc1c[nH]c2ccccc12 (stereo unspecified),-15,-2,12
CCCc1c(-c2cccc(F)c2)ncn1Cc1ccccc1OC,-11,-9,9
COC(=O)[C@]12CCCCC=C1N(Cc1ccccc1)C(=O)[C@H](CC(=O)NCc1ccc(OC)c(OC)c1)C2,-27,-9,0
O=c1[nH]c(=S)[nH]c2c1C(c1ccc(F)cc1)OC(CCc1ccccc1)C2 (stereo unspecified),13,-6,2
CCCCCCN1CCN(C2CN(Cc3cn(Cc4ccc(Cl)cc4)nn3)S(=O)(=O)C2)CC1 (stereo unspecified),6,-5,-21
O=C1NC[C@H](CCCCN2C[C@H](Cc3ccc(O)cc3)N(CCc3ccccc3)C(=O)C2=O)N(CCC2CCCCC2)C1=O,-12,-4,-4
CCCCCc1c(-c2cccc(Br)c2)ncn1CCc1ccccc1OC,-12,-9,-3
C#CCNC(=O)C[C@@H]1C[C@@]2(C(=O)OCC)CCC=C2N(CCC2=CCCCC2)C1=O,-12,-7,11
O=C1NC[C@H](CCCCN2C[C@H](Cc3ccccc3)N(CCc3ccc(O)cc3)C(=O)C2=O)N(CCC2CCCCC2)C1=O,-22,-4,-3
COC(=O)[C@@]1(Cc2ccc(F)cc2)[C@H]2c3cc(C(=O)N4CCCC4)n(C[C@H](O)CO)c3C[C@H]2CN1C(=O)c1ccccc1,-19,-6,-5
CC(=O)C(=Cc1ccc(-c2ccccc2)cc1)C(=O)c1ccccc1,22,-5,65*
CCC(c1nnnn1-c1ccc2c(c1)OCCO2)N1CCc2ccccc2C1 (stereo unspecified),-13,-5,15
Cc1cc(C)cc(Cn2cc(CN3CC(N4CCSCC4)CS3(=O)=O)nn2)c1 (stereo unspecified),10,-4,3
C[C@@H](NC(=O)[C@@H]1CCCN1C(=O)[C@@H]1CCCN1C(=O)OC(C)(C)C)c1ccccc1,-10,-11,-7

# More compounds
SMILES,NR2E3 ag,CaV13 FRET inh,HIF-2a block
CC(C)C[C@H]1CN([C@@H](Cc2ccccc2)CN2CCC[C@H]2CN2C(=O)C(=O)NC[C@@H]2Cc2ccc(O)cc2)C(=O)C(=O)N1CCc1ccccc1,19,-7,6
COC(=O)[C@]12CCCCC=C1N(CCC1=CCCCC1)C(=O)[C@H](CC(=O)NCc1cccc(C(F)(F)F)c1)C2,-12,-5,7
CC(C)(C)C(=O)c1c(N)[nH]c(C(=O)c2ccccc2)c1-c1ccccc1Br,0,-11,-4
COc1ccc(Cc2c(-c3cccc(Br)c3)nc3cc(C)c(Br)c(C)n23)c(C)c1,-5,-5,-15
C[C@@H]1Cc2[nH][nH]c(=O)c2[C@H](c2ccc(Cl)cc2)O1,-22,-6,-14
COc1ccc(Cn2cc(CN3CC(N4CCN(C5CCN(C)CC5)CC4)CS3(=O)=O)nn2)cc1 (stereo unspecified),10,-7,4
O=C1COc2ccccc2C(c2nc3ccccc3[nH]2)N1Cc1ccccc1 (stereo unspecified),-3,-7,18
CC[C@@H]1Cc2[nH][nH]c(=O)c2[C@@H](c2ccc(Cl)cc2)O1,-14,-5,-1
CC(C)C[C@H]1CN(CCCC[C@H]2CNC(=O)C(=O)N2CCc2ccccc2)C(=O)C(=O)N1CCc1ccccc1,-11,-4,-5
Clc1cccc(Cc2c(-c3cccc(Cl)c3)nc3c4ccccc4ccn23)c1,-4,-6,-34
CCCCN1C(=O)C(CC(=O)NCC2CCCCC2)CC(C(=O)N2CCCCCC2)=C1C (stereo unspecified),17,-13,-1
CN(CCc1ccccc1)C(c1ccnc2ccccc12)c1nnnn1-c1ccc2c(c1)OCCO2 (stereo unspecified),-26,-5,17
O=C(NC1CCCCC1)C1c2ccccc2OCC(=O)N1Cc1ccccc1 (stereo unspecified),-18,-1,11
OC(c1ccccc1)(c1ccccc1)C1CCN(CCCOc2ccccc2)CC1,-3,-6,-12
O=C(NCCN1CCC(n2c(=O)[nH]c3ccccc32)CC1)c1cccc(Cl)c1,3,-6,-4
Cc1cccc(COC[C@H](Cc2ccccc2)N2CCN(C(=O)c3cc(Cl)cc(Cl)c3)CCC2=O)c1,2,-7,-25

# Another view of part of the listing above:
# Values run as follows: NR2E3 ag	CaV13 FRET inh	HIF-2a block
> C[C@@H](NC(=O)[C@@H]1CCCN1C(=O)[C@@H]1CCCN1C(=O)OC(C)(C)C)c1ccccc1
→ -10	-11	-7
> CC(C)C[C@H]1CN([C@@H](Cc2ccccc2)CN2CCC[C@H]2CN2C(=O)C(=O)NC[C@@H]2Cc2ccc(O)cc2)C(=O)C(=O)N1CCc1ccccc1
→ 19	-7	6
> COC(=O)[C@]12CCCCC=C1N(CCC1=CCCCC1)C(=O)[C@H](CC(=O)NCc1cccc(C(F)(F)F)c1)C2
→ -12	-5	7
> CC(C)(C)C(=O)c1c(N)[nH]c(C(=O)c2ccccc2)c1-c1ccccc1Br
→ 0	-11	-4
> COc1ccc(Cc2c(-c3cccc(Br)c3)nc3cc(C)c(Br)c(C)n23)c(C)c1
→ -5	-5	-15
> C[C@@H]1Cc2[nH][nH]c(=O)c2[C@H](c2ccc(Cl)cc2)O1
→ -22	-6	-14
> COc1ccc(Cn2cc(CN3CC(N4CCN(C5CCN(C)CC5)CC4)CS3(=O)=O)nn2)cc1 (stereo unspecified)
→ 10	-7	4
> O=C1COc2ccccc2C(c2nc3ccccc3[nH]2)N1Cc1ccccc1 (stereo unspecified)
→ -3	-7	18
> CC[C@@H]1Cc2[nH][nH]c(=O)c2[C@@H](c2ccc(Cl)cc2)O1
→ -14	-5	-1
> CC(C)C[C@H]1CN(CCCC[C@H]2CNC(=O)C(=O)N2CCc2ccccc2)C(=O)C(=O)N1CCc1ccccc1
→ -11	-4	-5
> Clc1cccc(Cc2c(-c3cccc(Cl)c3)nc3c4ccccc4ccn23)c1
→ -4	-6	-34
> CCCCN1C(=O)C(CC(=O)NCC2CCCCC2)CC(C(=O)N2CCCCCC2)=C1C (stereo unspecified)
→ 17	-13	-1
> CN(CCc1ccccc1)C(c1ccnc2ccccc12)c1nnnn1-c1ccc2c(c1)OCCO2 (stereo unspecified)
→ -26	-5	17
> O=C(NC1CCCCC1)C1c2ccccc2OCC(=O)N1Cc1ccccc1 (stereo unspecified)
→ -18	-1	11

# High-throughput results: PubChem, several laboratories
